High-throughput results: PubChem, several laboratories
phage Ecoli inh: E. coli growth loss with phage present; 360,000 tested, 0.26% active; growth absorbance; AID 651602; inhibition, % at 11.9 µM; in the data active = inhibition above about 11%
PfHsp90 set2: growth inhibition of yeast expressing Plasmodium Hsp90 | S. cerevisiae expressing PfHsp90, BacTiter-Glo ATP, 48 h; yeast lacking PDR1 and PDR3 efflux regulators | inhibition, % at 9.4 µM | 310,000 tested, 0.32% active | AID 504621;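 active = every replicate shows inhibition above about 80%, whatever the replicate mean, limit read from the data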;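 also: 0% = DMSO neutral controls and 100% = 20 µM radicicol positive controls; yeast relying on Plasmodium falciparum Hsp90 in place of its own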
PKA-R1A act: activators of PKA-R1A complex. P00514+P68181. PKA-R1A dissociation, Cy5-IP20 fluorescence polarization; scaled: DMSO 0%, 113 µM cGMP 100%. activation, % at 11.4 µM. 340,000 tested, 0.083% active;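 active = percent activation above the mean of all tested compounds plus 3 SD, cut at about 19% in these data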;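 also: higher means more PKAc released from R1A so a rise in polarization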
AddAB inh: less growth of phage-infected E. coli with AddAB; E. coli expressing H. pylori AddAB, absorbance growth; inhibition, % at 11.9 µM; 330,000 tested, 0.29% active; in the data active = inhibition above about 12%;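 also: 0% = vehicle wells of infected cells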
PKA-R2B activ: PKA-R2B complex activation; P22694+P31323; PKA-R2B holoenzyme dissociation, Cy5-IP20 fluorescence polarization; R2B truncated from residue 108, S112A mutant; 0% DMSO only, 100% 113 µM cGMP; activation, % at 11.4 µM; 340,000 tested, 0.079% active; AID 504700;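 active = activation above a cutoff set at the mean over all compounds plus 3 SD, cut at about 18% in these data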;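 also: higher means more holoenzyme dissociation and a rise in polarization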
Tat transport: blocks Tat-dependent protein export in E. coli | E. coli MC4100 TorA-mCherry Tat export, fluorescence | inhibition, % at 10 µM | 340,000 tested, 0.036% active;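 active = mean replicate inhibition at least 50% and at least half of replicates individually reaching 50%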;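 also: exported cargo escapes ClpAP degradation while cytoplasmic cargo is degraded and loses fluorescence; 0% = median of neutral control wells and 100% = median of NaSCN control wells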
HTR5A inv ag: counter-screen for OPRM1-OPRD1 inverse agonists: human HTR5A inverse agonism; 340,000 tested, 0.083% active; HTR5A cell line, luminescence; inhibition, % at 9.3 µM; AID 504634; in the data active = inhibition mostly above about 23%, no sharp cut-off; inactive = mostly below about 18%;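 also: 0% = cells with DMSO and 100% = no-cell wells with DMSO; some compounds called inactive have numbers as strong as hits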
OPRM1-OPRD1 ag: OPRM1-OPRD1 heterodimerization agonism | cells, luminescence | activation, % at 9.3 µM | 340,000 tested, 0.3% active; in the data active = activation above about 18%;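 also: 0% = vehicle-treated cells and 100% = reference agonist; values of inactives mirror those of a sister screen read the other way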
Target sequence (P35372 whole entry, looked up): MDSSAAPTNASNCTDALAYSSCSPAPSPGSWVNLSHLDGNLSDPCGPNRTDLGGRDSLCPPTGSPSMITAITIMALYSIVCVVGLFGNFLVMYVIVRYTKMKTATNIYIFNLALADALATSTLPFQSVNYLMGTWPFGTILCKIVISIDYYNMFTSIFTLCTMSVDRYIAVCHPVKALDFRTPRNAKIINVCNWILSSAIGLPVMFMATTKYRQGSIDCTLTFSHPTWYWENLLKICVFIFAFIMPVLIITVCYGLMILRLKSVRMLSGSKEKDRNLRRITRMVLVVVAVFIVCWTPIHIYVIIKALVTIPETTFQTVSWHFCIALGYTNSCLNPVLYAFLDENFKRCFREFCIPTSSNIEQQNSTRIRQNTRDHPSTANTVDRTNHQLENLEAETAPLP
Target sequence (P41143 whole entry, looked up): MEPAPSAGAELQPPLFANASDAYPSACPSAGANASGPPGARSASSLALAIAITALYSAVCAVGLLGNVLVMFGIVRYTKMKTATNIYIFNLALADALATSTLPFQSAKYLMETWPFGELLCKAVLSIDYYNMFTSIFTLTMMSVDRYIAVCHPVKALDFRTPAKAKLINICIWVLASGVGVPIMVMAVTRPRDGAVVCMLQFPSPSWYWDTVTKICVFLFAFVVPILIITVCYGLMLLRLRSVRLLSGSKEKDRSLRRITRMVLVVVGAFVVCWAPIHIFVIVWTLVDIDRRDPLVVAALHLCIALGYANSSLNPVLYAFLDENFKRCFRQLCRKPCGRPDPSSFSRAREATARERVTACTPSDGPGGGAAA
MOR-DOR inv ag: inverse agonist of human OPRM1-OPRD1 heterodimerization | cell-based MOR-DOR heterodimer luminescence, inverse agonism | inhibition, % at 9.3 µM | 340,000 tested, 0.21% active; in the data active = inhibition above about 22%, passing the limit was not always enough;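 also: 0% = cells with DMSO and 100% = wells without cells with DMSO; values of inactives mirror those of a sister screen read the other way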
Mot1-301 SUMO: blocks SUMOylation pathway, rescuing yeast Mot1-301 growth; S. cerevisiae Mot1-301 growth rescue, ATP luminescence, 38.5C; percent above DMSO median, 100 means doubled; growth rescue, % at 18.8 µM; 320,000 tested, 1% active;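 active = every valid replicate shows activation above 250% relative to neutral control wells; inactive = the rest, any valid replicate at or below 250%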;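 also: OY570 slx delta 5 strain wells were the positive control but not used for scaling; some compounds called inactive have numbers as strong as hits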
Ecoli viability: reduces bacterial viability in AddAB counter-screen; inhibition, % at 11.9 µM; E. coli V3065 growth, OD600 absorbance, 18 h; AID 449728; 330,000 tested, 0.27% active;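 active = inhibition above the campaign's mean inhibition across all tested compounds plus 3 SD, cut at about 9.9% in these data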;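 also: uninfected addAB+ strain grown without phage in ampicillin broth; 0% = DMSO wells and 100% = ciprofloxacin 0.95 µg/ml wells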
Starred values were filed as active, the others as inactive; · = no result given; & = joins results of further samples.

SMILES | phage Ecoli inh | PfHsp90 set2 | PKA-R1A act | AddAB inh | PKA-R2B activ | Tat transport | HTR5A inv ag | OPRM1-OPRD1 ag | MOR-DOR inv ag | Mot1-301 SUMO | Ecoli viability
O=C1NC(=S)S/C1=C\c1ccc2ccccc2c1 | 1.4 | -6 | 2 | 1.9 | 3 | -4 | -5 | -3.5 | 19 | 185 | 0.0
CSCC[C@H](NC(=O)NCc1ccccc1F)C(=O)O | 3.5 | 2 | 12 | -2.5 | 2 | -4 | -22 | 2.0 | -11 | 16 | 0.3
CC(=O)NC(CC(=O)Nc1cc(Cl)ccc1-n1cncn1)c1ccccc1 (centres undefined) | 5.4 | · | 3 | 3.1 | -2 | -7 | 20 | 0.0 | 0 | 95 | 3.2
CC(C(=O)Nc1ccc2c(c1)OCCO2)N(C)Cc1c(F)cccc1Cl (centres undefined) | 3.3 | -3 | 2 | 0.6 | 6 | 3 | -2 | 1.6 | -8 | 6 | -0.3
COc1cc(NC(=S)NCCO)c(OC)cc1Cl | 1.6 | -11 | -10 | 2.0 | 0 | 1 | -21 | -1.2 | 6 | -17 | 1.1
COc1cccc(OC)c1C(=O)NC(=S)Nc1ccc2oc(-c3ccncc3)nc2c1 | 3.3 | 1 | 4 | -0.2 | 5 | 7 | -9 | -0.9 | 4 | 6 | -0.3
O=C1/C(=C/c2cccs2)NC(=S)N1C1CC1 | 2.8 | 0 | 7 | 0.1 | -7 | 2 | -5 | -3.6 | 18 | -6 | -0.3
COc1cc(NC(=O)CSc2ccc(-c3cccnc3)nn2)cc(OC)c1 | 0.4 | · | -3 | -2.6 | 4 | 6 | 11 | -0.1 | 0 | -8 | 0.4
CC(=O)c1c(C)[nH]c(C(=O)NC2CCSc3ccccc32)c1C (centres undefined) | 0.7 | 1 | 0 | 4.7 | -1 | -1 | 0 | -0.9 | 5 | 42 | 0.4
CCCn1nc(NC(=O)C2CCCO2)c2cc3cc(C)ccc3nc21 (centres undefined) | 1.2 | -6 | -22 | 1.4 | -2 | 4 | -4 | 0.5 | -3 | -8 | -0.1
O=c1cnc(-c2ccc(Cl)cc2)cn1O | 3.8 | 10 | 1 | 2.1 | 2 | 5 | 6 | 0.3 | -2 | -13 | -1.3
Cc1nn2c(C)nc3sc4c(c3c2nc1=O)CC(C)(C)OC4 | 0.2 | -12 | 3 | 0.6 | 5 | -3 | -19 | -2.3 | 13 | -8 | -2.0
CC(=O)COC(=O)CCc1nc2ccccc2[nH]c1=O | 3.1 | 17 | -7 | 2.9 | 3 | -7 | 17 | -0.9 | 4 | 16 | 0.0
Cc1ccc(N2C(=S)NC3c4ccccc4OC2(C)C3C(=O)N(C)C)cc1 (centres undefined) | -0.3 | 36 | 7 | 2.6 | 2 | 3 | -13 | -2.6 | 12 | 11 | -0.8
COc1ccccc1CNS(=O)(=O)c1ccc(Br)s1 | 2.4 | -15 | 1 | 1.5 | 2 | -6 | 15 | -0.8 | 4 | -7 | -0.4
C=CCOc1ccc(CN(C)c2ccc(S(=O)(=O)N3CCN(C)CC3)cc2[N+](=O)[O-])cc1 | 6.3 | 8 | -11 | 0.8 | -6 | -2 | 3 | -0.8 | 3 | -26 | -4.9
COC(=O)c1cccc(Nc2c3c(nc4ccccc24)CCC3)c1 | 2.5 | -23 | 0 | · | -3 | 0 | -6 | 3.4 | -16 | · | ·
COc1ccc(CC(=O)Nc2ccc(-c3cn4ccccc4n3)cc2)cc1OC | 0.2 | 4 | 2 | 1.3 | 2 | -3 | -18 | -0.5 | 3 | 203 | 1.5
COc1ccc(-c2ccc(CCC(=O)O)n2Cc2ccco2)cc1 | -0.6 | · | -3 | -2.0 | -13 | 0 | -13 | -3.4 | 16 | -14 | -0.2
O=C(Nc1ccc(F)cc1F)c1cc2n(n1)C(C(F)(F)F)C1CCCCC1N2 (centres undefined) | 2.5 | -17 | -3 | 2.2 | -6 | -2 | -8 | 11 | -47 | 40 | -0.2
COc1ccc2c(c1)oc(=O)c1cc(OC)ccc12 | 2.0 | · | -9 | 6.4 | -2 | -11 | -14 | -0.4 | 2 | -2 | -0.5
COC(=O)CCCCCc1ccc(C(C)=O)s1 | 2.2 | -3 | -11 | 2.2 | 12 | 3 | -13 | -1.1 | 6 | 5 | 0.7
COc1ccc(-c2cn[nH]c2N)c(OC)c1 | 2.2 | 13 | -2 | -2.7 | -9 | -17 | -3 | -2.3 | 13 | -14 | -0.9
CCN(C(=O)CN1CC(C)OC(C)C1)c1c(N)n(Cc2ccccc2)c(=O)[nH]c1=O (centres undefined) | 3.0 | -8 | 4 | 0.9 | -7 | 4 | 3 | -1.7 | 9 | -5 | 0.2
O=S(=O)(c1ccc(Br)cc1)N1CCN(c2ccccc2)CC1 | 8.9 | -14 | -9 | 1.5 | -6 | -8 | -7 | 0.3 | -1 | -12 | -1.6
SMILES | phage Ecoli inh | PfHsp90 set2 | PKA-R1A act | AddAB inh | PKA-R2B activ | Tat transport | HTR5A inv ag | OPRM1-OPRD1 ag | MOR-DOR inv ag | Mot1-301 SUMO | Ecoli viability
O=c1ccc(-c2nc3ccccc3n2Cc2ccccc2Cl)c[nH]1 | 2.8 | 7 | -3 | 1.3 | -6 | 9 | 2 | -1.4 | 8 | -20 | 0.1
CCN(C(=O)COC(=O)Cc1c[nH]c2ccccc12)c1c(N)n(Cc2ccccc2)c(=O)[nH]c1=O | 4.1 | -1 | -4 | -0.1 | 1 | -1 | 8 | 0.7 | -5 | -8 | -0.8
COc1ccc(-c2c(C#N)c(N)nc3c2c(=O)n(C)c(=O)n3C)cc1 | 0.2 | 14 | -7 | 3.7 | 11 | -4 | 0 | -1.6 | 9 | -18 | -1.8
Cc1cc(C(=O)N/N=C/c2ccc(-c3ccccc3Cl)o2)n[nH]1 | 1.7 | 12 | 0 | -0.7 | -8 | -9 | -13 | 0.7 | -3 | · | -2.4
Cc1sc(C(=O)NCc2cccnc2)c2nc(C)n(CC(=O)NCc3cccnc3)c(=O)c12 | 3.0 | · | 1 | 1.4 | 5 | -1 | -2 | -2.0 | 11 | 48 | 0.8
Cc1cc(C(=O)COC(=O)c2ccc(N)cc2)c(C)n1-c1c(C)n(C)n(-c2ccccc2)c1=O | 3.2 | -38 | 2 | 0.3 | 5 | -11 | 1 | -2.9 | 14 | 3 | 0.3
Cc1ccc(S(=O)(=O)CCC(=O)OCc2nc(N)nc(Nc3ccccc3C)n2)cc1 | 2.4 | · | 8 | -0.5 | 2 | -2 | 3 | -2.6 | 14 | 10 | 0.2
Cc1noc(C)c1NC(=O)N(C)C[C@H]1Oc2c(NC(=O)C3CCCCC3)cccc2C(=O)N([C@H](C)CO)C[C@@H]1C | 3.8 | 11 | 2 | 2.4 | -2 | -3 | 6 | -2.5 | 12 | 1 | -2.1
Cc1ccc(OCCNC(=O)c2ccccc2N)cc1 | 1.4 | 49 | -1 | 2.5 | -2 | 7 | 9 | -1.8 | 9 | 252 | 1.7
COc1ccc(C(=O)CCC(=O)NCc2cc(OC)cc(OC)c2)cc1 | 1.0 | 31 | 5 | 3.9 | 4 | -8 | 0 | 0.2 | -1 | -18 | 2.3
N#Cc1cccc(NCC(=O)Nc2ccc3c(c2)OCCO3)c1 | -0.5 | -24 | 0 | 2.4 | -2 | -9 | 2 | -0.2 | 1 | -1 | 0.4
COc1ccc2[nH]c(=O)c(CN(CCO)C(=O)c3ccccc3F)cc2c1 | 2.6 | 1 | -3 | 4.0 | 7 | -6 | -4 | -1.6 | 9 | 7 | 1.2
Cc1ccc2c(CN3CCN(Cc4ccccc4)CC3)cc(=O)oc2c1C | -0.4 | 6 | -1 | -1.8 | 3 | 2 | -3 | 2.3 | -13 | 115 | -1.4
CCCCC(NC(C)=O)c1nc2ccccc2[nH]1 (centres undefined) | 4.2 | -17 | -1 | -1.9 | -5 | -5 | 8 | -1.9 | 11 | -14 | 0.9
Cc1cccc(NC(=O)CSc2ncnc3nc[nH]c23)c1 | 3.1 | -15 | 1 | 0.3 | 2 | 2 | 21 | -1.8 | 10 | 9 | 3.7
Cc1cccc(CC(=O)N2CCN=C2SCc2ccc([N+](=O)[O-])cc2)c1 | 1.9 | -2 | -1 | 0.9 | -6 | -2 | 14 | 2.0 | -10 | -12 | -1.0
Cc1ccc(N2C(=O)N3[C@H](c4ccc(F)cc4)[C@@H]4C(=O)N(C5CCCCC5)C(=O)[C@@H]4[C@]3(Cc3ccccc3)C2=O)cc1 | 0.3 | 0 | -12 | 1.3 | -3 | 3 | -18 | -2.6 | 15 | 45 | 2.1
COc1ccc(NS(=O)(=O)c2cccc(C(=O)NNC(=O)c3ccc(O)c(Cl)c3)c2)cc1 | 2.2 | 8 | -1 | 3.4 | 0 | 2 | 5 | -4.2 | 16 | -9 | -1.9
O=C(CSc1nc2ccccc2c(=O)n1-c1ccccc1)N1CCCC1 | 1.0 | 20 | -9 | 1.5 | -6 | 5 | -4 | -3.1 | 13 | 210 | -0.5
Cn1c(N2CCC(C(N)=O)CC2)nc2c1c(=O)n(Cc1ccc(Cl)cc1)c(=O)n2C | 2.6 | 30 | -14 | 0.0 | -10 | 2 | -2 | -5.3 | 23 | 11 | -2.2
COc1ccc(NC(=O)C(CC(C)C)NC(=O)c2ccccc2C)cn1 (centres undefined) | -0.2 | -9 | -3 | 0.0 | -7 | 7 | -9 | -1.6 | 9 | 7 | 2.6
Cn1c(CO)nc2c3ccccc3ccc21 | 0.9 | -13 | -3 | 5.0 | -3 | -3 | -29 | -2.2 | 12 | 10 | 0.7
CCN(CC)C(=O)c1ccc2c(=O)n(Cc3ccc4c(c3)OCO4)c(=S)[nH]c2c1 | -0.9 | -1 | -9 | 1.1 | -6 | 6 | -10 | 0.0 | 0 | -5 | 0.8
Cc1cccc(C)c1NC(=O)CN(C)CC(=O)N(C)CC(=O)Nc1ccccc1Br | 2.5 | · | 1 | 1.7 | -11 | -6 | 4 | -1.7 | 7 | 3 | 0.7
O=C(NCCCN1CCOCC1)Nc1ccc(Cc2ccc(NC(=O)NCCCN3CCOCC3)cc2)cc1 | 1.3 | -2 | -1 | 4.6 | -2 | 4 | 10 | 1.3 | -6 | 13 | -4.1
COc1ccc(-n2ncc3c(=O)n(CC(=O)Nc4ccc(S(=O)(=O)N5CCOCC5)cc4)cnc32)cc1 | 3.2 | 34 | -7 | -1.1 | 0 | -7 | 10 | -3.8 | 20 | -12 | -2.3
Cc1c(O)cccc1C(=O)N[C@@H](CSc1ccccc1)[C@H](O)CN1C[C@H]2CCCC[C@H]2C[C@H]1C(=O)NC(C)(C)C | 7.6&2.1 | -24&11 | -19&-10 | -0.5&-2.7 | 0&0 | 12&7 | 4&-38 | -1.7&-0.3 | 9&2 | 21&-3 | 0.3&-2.0
COc1ccc(/C=C2/SC(=O)N(CC(=O)Nc3cc(C)on3)C2=O)cc1OC | 4.2 | -28 | -8 | 0.7 | -1 | -8 | 7 | -1.4 | 8 | -7 | 0.0
